High-throughput results from PubChem.
Nrf2 inh: Nrf2 pathway inhibition; actives 2.1% (n = 360,000); A549 ARE-Fluc reporter, luciferase luminescence, 18-24 h; Potency, µM (doses to about 46 µM), inactives show at the highest dose activity change, negative = inhibition, hits mostly inhibitors; also: potency is read from the fitted curve at half-maximal effect; % is scaled to controls: 0 for no effect and ±100 for the full control effect; nearly all actives have a fitted effect of over 60% in size
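A549 ARE_Fluc cells (5000/well, 5% FBS OPTI-MEM) pre-incubated 2 h, then treated with compounds 18-24 h at 37C/5% CO2 in concentration-response. CellTiter-Fluor viability read first; BugLite luciferase luminescence after 15 min at room temperature gives Nrf2 activity.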
ATXN viability: viability counter-screen for ATXN expression inhibitors; S2 cells (HEK-293 line with an ATXN2-luciferase reporter) viability, CellTiter-Fluor protease fluorescence, 24 h; Potency, µM (top dose mostly 56.7 µM), most hits filed as cytotoxic; actives 0.49% (n = 400,000); also: potency is read from the fitted curve at half-maximal effect; nearly all actives have a fitted effect of over 40% in size
TGFb SMAD3 inh: TGF-b pathway inhibition; HepG2 CAGA-GFP TGF-b/SMAD3 reporter, GFP fluorescence, 18 h; TGF-beta stimulated, 500 pg/mL final; Potency, µM (doses to about 46.1 µM), without a hit: top-dose activity, negative = inhibition, hits mostly inhibitors; AID 588855; actives 1.2% (n = 410,000); also: potency is read from the fitted curve at half-maximal effect; % is scaled to controls: 0 for no effect and ±100 for the full control effect; nearly all actives have a fitted effect of over 65% in size
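Using HEPG2 CAGA-GFP reporter cells at 1000 cells/well, we pinned test compounds, stimulated with recombinant TGF-beta (500 pg/mL final) and measured total well GFP after 18 h.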
CCT chaperon mod: changes cytosolic chaperonin activity | actives 0.3% (n = 360,000) | activity change, % (concentration not given with the values), hits read low | AID 651819 | purified chaperonin ATPase assay, HTRF ADP detection, 30 min; in the data active = activity change below about -30%; also: % is scaled to controls: 0 for no effect and ±100 for the full control effect
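Nucleotide hydrolysis assay: TRiC at 20–40 nM final (set by batch activity) with 10 uM ATP, 30 min at 37 °C, in presence of 76 uM compound. Detection by competitive ADP HTRF, 30 min ambient.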
HepG2 tox: kills HepG2 cells in TGF-b inhibitor counter-screen; HepG2 CAGA-GFP viability, ATP luminescence, 18 h; Potency, µM (highest dose often 46.1 µM), for inactives: at the top dose activity change, negative = cytotoxicity, usual class: cytotoxic; actives 0.76% (n = 410,000); AID 588856; also: potency is read from the fitted curve at half-maximal effect; some results filed as inactive show a strong effect at the top dose
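CellTiter-Glo luminescence gave cytotoxicity after 18 hours at 37 degrees C. The cells were HepG2 CAGA-GFP in 1% FBS DMEM, stimulated with 500 pg/mL TGF-beta after compound addition. %Activity was normalised to no-cell wells (complete cell-killing) and DMSO (no toxicity), and curves were fitted and classified.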
A549 viability: kills or reduces viability of A549 cells in Nrf2 counter-screen; actives 0.16% (n = 390,000); A549 ARE-Fluc cells, CellTiter-Fluor viability, 18-24 h; AID 504648; Potency, µM (series often up to 46 µM), inactives show top-dose activity change, negative = cytotoxicity, usual class: inhibitors; also: potency is read from the fitted curve at half-maximal effect; % is scaled to controls: 0 for no effect and ±100 for the full control effect
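A549 ARE_Fluc cells in 5% FBS OPTI-MEM were exposed to compounds in concentration-response for 18-24 h at 37 deg C. Viability was read by CellTiter-Fluor fluorescence (Ex 405/Em 525) after 30 min, before the luciferase read.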
MmCpn inh: blocks the Methanococcus maripaludis chaperonin Mm-Cpn | AID 504842 | Potency, µM (highest dose often 76.9 µM), without a hit: at the top dose activity, negative = inhibition, usual class: inhibitors | purified Mm-Cpn ATPase, ADP Transcreener TR-FRET | actives 0.031% (n = 330,000); also: potency is read from the fitted curve at half-maximal effect; % is scaled to controls: 0 for no effect and ±100 for the full control effect; nearly all actives have a fitted effect of over 80% in size
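Purified archaeal chaperonin (25 nM final) was preincubated with compound for 10 min at 37°C, then ATP (10 uM final) was added for 30 min at 37°C in Tris pH 7.4/KCl/MgCl2/DTT buffer. ADP was quantified by HTRF Transcreener TR-FRET.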
pAkt inh: Akt phosphorylation inhibition. activity change, % for hits at 50 µM. AID 651550. Neuro2A IGF-stimulated pAkt S473 HTRF, 20 min; active compounds read low. actives 0.32% (n = 360,000); in the data active = activity change below about -80%; inconclusive = mostly about -51% to -80%; also: % is scaled to controls: 0 for no effect and ±100 for the full control effect
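Neuro2A cells (4,500/well, DMEM with 0.5% FBS) were treated with compound at a single 50 µM final concentration, stimulated with 6 nM IGF for 20 min at 37 °C, and lysed. Phospho-Akt Ser473 was read by HTRF as 665/615 ratio ×10^4.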
Nrf2 activator: activates Nrf2 signaling | AREc32 ARE-luciferase reporter (MCF7-derived line), luminescence, 24 h | Potency, µM (top dose mostly 46.1 µM), inactives show at the top dose activation, usual class: activators | actives 0.31% (n = 410,000); also: potency is read from the fitted curve at half-maximal effect; % of control where 0% means no effect; nearly all actives have a fitted effect of over 65% in size
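Quantitative high-throughput format: AREc32 reporter cells, 1000 per well, received compound by pin transfer and were incubated 24 hr at 37 deg C, 5% CO2, before Steady-Glo luminescence detection.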
* = called active by the depositor; i = inactive; ? = inconclusive; · = no result given. Unless noted, calls follow the shape of the dose curve; as a rule, active = well fitted curve in the direction sought with a large enough effect; inconclusive = small, poorly fitted or top-dose-only effect, or another doubt; inactive = no such curve, though single readings can be large; an effect the other way counts as inactive or inconclusive.

SMILES	Nrf2 inh	ATXN viability	TGFb SMAD3 inh	CCT chaperon mod	HepG2 tox	A549 viability	MmCpn inh	pAkt inh	Nrf2 activator
COc1ccccc1CC(=O)Nc1ccc(S(=O)(=O)N2CCCC2)cc1	4.0%	i	17.0%	0.0	-10.3%	-1.3%	1.3%	i	0.2%
Cc1ccc(C(=O)Nc2ccc(Cl)c(-c3nc4ncccc4o3)c2)c(C)c1	?	?	?	·	-23.0%	-12.7%	·	·	6.8%
Cc1cc(C)n(-c2cc(-n3nc(C)cc3C)ncn2)n1	8.7%	?	3.6%	-2.2	2.9%	-4.3%	0.2%	i	0.7%
CC(=O)NCCc1nc2cc(NC(=O)COc3ccc(C)cc3)ccc2n1C	1.3%	i	-1.0%	-2.6	8.5%	4.2%	1.1%	i	0.2%
Cc1ccc(OCCNC(=O)c2cccc(Oc3ccc(C(F)(F)F)cc3[N+](=O)[O-])c2)cc1	?	i	-20.7%	1.7	4.7%	-7.3%	-1.1%	i	2.0%
O=C(CCc1nc2sc3c(c2c(=O)[nH]1)CCCC3)NCC(=O)Nc1ccccc1Br	-6.5%	?	-0.5%	-3.2	4.5%	-2.3%	-1.6%	i	3.3%
CCc1ccccc1OCCCCN1CCCCC1	2.1%	i	-2.2%	-2.4	-12.7%	-5.5%	1.2%	i	-0.1%
CCN(CC)C(=O)C1CCCc2c1[nH]c1ccc(Cl)cc21 (stereo not drawn)	?	i	?	-0.6	-12.1%	-0.1%	-2.0%	i	-0.6%
Cc1ccccc1NC(=O)Cc1nc(CN(C)CC(=O)Nc2cccc(F)c2)cs1	-9.6%	i	-10.0%	-2.4	-15.2%	-6.6%	1.8%	i	0.2%
Nc1[nH]c(N=NC(=O)c2ccccc2O)c2ccccc12	?	i	?	-2.6	-22.5%	-4.6%	-1.7%	i	0.0%
Cc1ccc(NC(C(=O)c2ccccc2)c2ccccc2)cc1 (stereo not drawn)	-6.6%	i	?	0.0	-7.7%	2.9%	·	i	6.9%
CCOC(=O)C1CN(S(=O)(=O)c2ccc(OC)cc2)c2cc(S(=O)(=O)CC)ccc2O1 (stereo not drawn)	?	i	-11.7%	0.9	10.2%	4.3%	-3.3%	i	-0.2%
O=C(Nc1ccccc1C(F)(F)F)NC1(C(=O)N2CCOCC2)CCCCC1	-10.5%	i	-17.7%	0.1	-12.2%	?	·	i	14.7%
C[C@H](NC(=O)c1ccco1)C(=O)Nc1cccc([N+](=O)[O-])c1	-8.4%	i	-0.3%	-0.8	20.4%	-9.4%	3.2%	i	0.8%
Cc1cccc(N2CCN(Cc3ccoc3)CC2)c1C	-11.3%	i	-1.1%	-3.7	-9.4%	-3.1%	-0.1%	i	0.2%
O=C(COC(=O)c1cc(Br)ccc1O)NC1CCCCCC1	-25.6%	?	-6.2%	-0.6	2.2%	0.0%	-28.3%	i	-0.5%
COc1ccc(S(=O)(=O)N2CCN(CC(=O)NC3CC3)CC2)cc1	8.1%	i	2.1%	0.5	-19.6%	0.2%	-0.6%	i	0.1%
Cc1cc(C)nc(NNC2=CC(=[N+]3CCCC3)CCC2)n1	-13.6%	i	8.8%	-2.5	14.5%	3.6%	-0.1%	i	0.3%
OCCC1CN(CC(c2ccccc2)c2ccccc2)CCN1C1CCCC1 (stereo not drawn)	?	i	-15.5%	-2.5	-21.7%	0.2%	-1.4%	i	0.9%
O=C1NC(=Nc2ccc(O)cc2)S/C1=C/c1ccco1	?	?	-12.3%	-1.9	-4.6%	?	1.8%	i	?
Cc1nc(C)c(C(=O)OCC(=O)Nc2ccc(C)c(C)c2)s1	·	i	-20.5%	-0.3	0.7%	·	·	i	-0.7%
CCOC(=O)C1CCCN(C(=O)c2ccc(C)c(S(=O)(=O)N3CCCCC3)c2)C1 (stereo not drawn)	?	i	-10.1%	-3.6	0.1%	0.5%	0.4%	i	-1.5%
Cc1ccc(NC(=S)NCC(O)c2ccccc2)c(C)c1 (stereo not drawn)	?	i	-12.8%	-3.9	5.0%	20.0%	-4.2%	i	3.2%
O=C(Nc1ccc2c(c1)OCO2)c1cccc(F)c1	?	?	-1.1%	-1.1	-24.3%	-5.4%	·	i	-0.8%
CN/C(=C/[N+](=O)[O-])NCCSCc1csc(CN(C)C)n1	2.7%	i	2.6%	0.9	9.9%	-1.3%	·	i	0.0%
O=C(CNC(=O)c1cccc(Br)c1)N/N=C/c1ccc[nH]1	-16.6%	i	-13.9%	-0.6	-19.0%	0.0%	6.2%	i	0.3%
COC(=O)[C@@]1(Cc2ccc(F)cc2)[C@H]2c3cc(C(=O)N4CCCC4)n(Cc4ccc(C(F)(F)F)nc4)c3C[C@H]2CN1C(=O)c1ccccc1	?	?	-12.9%	-0.6	-6.9%	-7.4%	0.1%	i	7.5%
O=C(NCCn1ccc2ccccc21)c1ccc(S(=O)(=O)N2CCOCC2)cc1	14.4%	i	9.3%	-1.0	2.2%	-2.8%	-2.2%	i	0.4%
COc1cccc(NC(=O)c2ccc3nc(C)sc3c2)c1	?	?	14.5%	-4.4	6.2%	2.6%	0.4%	i	0.4%
O=C(c1cc(-c2ccccc2)nc2ccccc12)N1CCN(c2ccccn2)CC1	1.1%	i	-15.7%	0.1	-16.3%	-13.8%	-1.3%	i	2.3%
CCOc1cc(N2CCOCC2)c(OCC)cc1NC(=O)CSc1n[nH]c(N)n1	-3.0%	i	-19.0%	-4.1	-4.7%	-4.9%	-1.0%	i	0.2%
N#Cc1c(SCC(N)=O)nc(-c2ccccc2)c2c1CCCC2	?	i	?	-1.5	-29.6%	-4.4%	-5.8%	-110.6%*	-0.6%
CCOC(=O)c1ccccc1NC(=O)c1ccc2c(Cl)c3c(nc2c1)CCC3	-7.0%	i	-0.6%	·	-4.2%	0.1%	·	·	-0.3%
COC(=O)c1sc2ncn(CC(=O)N(C)C3CCCCC3)c(=O)c2c1C	3.3%	i	11.8%	-0.5	9.3%	-12.0%	-3.2%	i	0.8%
CCOc1ccc(N(CC(=O)OC)S(=O)(=O)c2ccc(OC)c(OC)c2)cc1	1.3%	i	-17.2%	-3.2	-0.6%	5.6%	-1.2%	i	2.9%
Cc1ccnc(NS(=O)(=O)c2ccc(NC(=O)c3ccc(C)c(C)c3)cc2)n1	-27.9%	i	16.5%	·	-2.1%	9.3%	·	·	-0.1%
COc1ccc(C(=O)O/N=C/c2ccc(S(=O)(=O)c3ccc(Cl)cc3)nc2)cc1	1.9%	i	7.0%	1.1	-14.2%	10.5%	·	i	-0.1%
COc1cc(OC)cc(C(=O)Nc2nnc(Cc3ccc(OC)c(OC)c3)s2)c1	-4.9%	i	29.9%	-1.6	-57.8%	1.6%	-9.0%	i	0.0%
COc1ccccc1NC(=O)c1ccc(S(=O)(=O)N2CCCC(C)C2)cc1 (stereo not drawn)	-13.2%	i	0.6%	2.1	3.6%	2.3%	0.6%	i	-0.1%
CC1CCc2cc(F)ccc2N1C(=O)CSc1nnc2c3ccccc3n(C)c2n1 (stereo not drawn)	-20.5%	i	-35.9%	-0.9	2.1%	-3.0%	2.8%	i	0.4%
Cc1ccc(NC(=O)CCNS(=O)(=O)c2ccccc2)cc1S(=O)(=O)N1CCOCC1	9.0%	i	0.0%	1.1	0.8%	-2.0%	-0.7%	i	0.2%
COc1ccc(N/C=C(\C=C\C#N)S(=O)(=O)c2ccccc2)cc1	6.5%	?	-9.9%	-0.9	-7.6%	0.9%	0.7%	i	11.1%
Cc1ccc(CCNC(=O)C2CCN(S(=O)(=O)c3ccc4c(c3)oc(=O)n4C)CC2)cc1	?	i	4.5%	-0.1	5.4%	-0.2%	?	i	-0.4%
CCOC(=O)c1c(-c2ccccc2)csc1NC(=O)c1cc(-c2ccccc2OC)on1	-1.0%	i	11.5%	0.0	13.6%	0.7%	·	i	-0.6%
O=C(/C=C/c1ccco1)NCc1ccc2c(c1)OCO2	0.2%	i	5.1%	-1.3	4.7%	0.4%	1.4%	i	15.1%
COc1ccc(-n2c(C)cc(C(=O)CSc3nnc(-c4ccoc4C)n3C)c2C)cc1	-20.7%	i	-9.2%	-1.9	-22.7%	2.9%	-7.5%	i	2.8%
O=C(O)Cc1c[nH]c2cccc(O)c12	5.8%	i	16.0%	-0.4	6.2%	-0.6%	·	i	-1.0%
COc1ccc(-c2nc(SC(CC(=O)NCc3ccccc3)c3ccc(OC)c(OC)c3)n[nH]2)cc1 (stereo not drawn)	11.5%	i	7.2%	-0.1	0.9%	12.5%	0.9%	i	2.7%
COc1ccccc1N1CCN(C(=O)c2oc3ccccc3c2NC(=O)C(C)Oc2ccccc2)CC1 (stereo not drawn)	5.8%	i	6.9%	·	-20.6%	9.5%	·	·	-0.3%
CC1(C)Oc2cc3oc(C(=O)O)cc(=O)c3cc2-c2ccccc21	·	i	-11.3%	0.6	-10.3%	·	·	i	-0.6%
COc1ccc(NCC(=O)Nc2c(C)cccc2C)cc1S(=O)(=O)N1CCOCC1	·	i	-1.5%	-1.3	0.9%	·	·	i	-2.3%
CC1(C(=O)NCc2ccccc2Br)CCN1Cc1c(F)cccc1F (stereo not drawn)	·	i	-20.1%	-2.2	-3.8%	·	·	i	1.9%
CC1CCc2nn(CC(=O)NCc3ccc4c(c3)OCO4)cc2C1 (stereo not drawn)	-20.9%	i	-2.3%	-0.9	1.5%	-4.7%	0.4%	i	0.5%
COc1cc2c(C)nc3onc(-c4ccccc4)c3c2cc1OC	-12.9%	?	?	-0.9	-32.7%	?	-1.0%	i	3.0%
COc1ccc(-n2c(Cn3c(=O)sc4ccccc43)nnc2SCC(=O)N2CCCC2)cc1	7.5%	i	8.9%	0.4	-6.9%	4.7%	0.4%	i	3.6%
